# Tn6 DDE FP – inhibitors of Tn6 peptide binding to human fibrin DD(E). P02675. Fibrin DD(E) TRITC-Tn6 fluorescence polarization displacement. inhibition, % at 8.3 µM. hit rate 0.21% among 370,000. AID 720509;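 active means inhibition above a per-campaign cutoff: mean of compounds within control limits plus 3 SD, cut at about 15% in these data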;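 further: 0% = median of all compound wells on the plate and 100% = blocking peptide control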
# DDE Tn7 FP inh – DD(E)-Tn7 binding inhibition, primary FP screen; P02675; FP displacement of FITC-Tn7 peptide from fibrin DD(E); 0% = median of compound wells per plate; inhibition, % at 8.3 µM; hit rate 0.13% among 370,000; AID 720508;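 active means inhibition above the mean of compounds falling within the control limits plus 3 SD of them, cut at about 14% in these data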;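 further: 0% = plate median of compound wells and 100% = 10 µM Aha-Tn7 peptide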
#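 Measure: % inhibition scaled between sample-field median and high-control FP; Test system: human fibrin DD(E); Quantity: 2 µM final DD(E) protein; Doses: one dose, 8.3 µM nominal; Schedule: compound with protein 10 min, then 3 h after probe, room temperature; Detection: fluorescence polarization; Medium: Tris buffer with calcium and detergent, pH 7.8.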
# PLCb3 inh – blocks human PLC-beta3 enzyme activity. Purified PLC-beta3, fluorogenic substrate, fluorescence. inhibition, % at 12.2 µM. hit rate 0.18% among 370,000; in the data active means inhibition above about 11%;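 further: 0% = median of compound wells on plate and 100% = full blocker control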
# PLCg1 inh – inhibitors of human phospholipase C gamma1 | purified PLC-gamma1, fluorogenic substrate, fluorescence | hit rate 0.84% among 370,000 | inhibition, % at 12.2 µM; in the data active means inhibition above about 9.5%
# SIAE inh – inhibitors of human sialic acid acetylesterase SIAE; SIAE FP-Rh probe binding, fluorescence polarization; inhibition, % at 9.66 µM; Q9HAT2; hit rate 0.69% among 370,000;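 active means inhibition above a cutoff: mean of compounds within the control limits plus 3 SD of those, cut at about 17% in these data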;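 further: 0% = plate median of compound wells and 100% = probe without SIAE protein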
# Target sequence (Q9HAT2 whole entry, looked up): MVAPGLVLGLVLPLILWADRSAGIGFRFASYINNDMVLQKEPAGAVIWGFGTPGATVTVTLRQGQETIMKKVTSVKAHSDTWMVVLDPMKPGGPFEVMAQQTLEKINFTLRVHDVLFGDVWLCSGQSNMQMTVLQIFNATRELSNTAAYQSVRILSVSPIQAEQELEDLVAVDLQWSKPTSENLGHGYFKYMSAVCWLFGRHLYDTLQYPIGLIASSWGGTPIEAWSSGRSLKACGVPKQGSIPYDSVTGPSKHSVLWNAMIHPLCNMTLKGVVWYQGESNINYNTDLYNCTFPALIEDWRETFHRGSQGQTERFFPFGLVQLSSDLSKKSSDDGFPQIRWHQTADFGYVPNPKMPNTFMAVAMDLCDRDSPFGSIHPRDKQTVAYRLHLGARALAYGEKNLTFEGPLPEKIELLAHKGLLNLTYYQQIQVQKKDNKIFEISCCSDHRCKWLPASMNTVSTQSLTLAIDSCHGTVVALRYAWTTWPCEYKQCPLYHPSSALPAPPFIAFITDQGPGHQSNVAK
# ASAP1 GAP inh – ASAP1 ArfGAP inhibition; inhibition, % at 16.5 µM; ASAP1-stimulated ARF1 GTP hydrolysis, GDP FP detection; Q9ULH1; hit rate 0.19% among 360,000; in the data active means inhibition above about 25%;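 further: 0% = vehicle with enzyme and substrate and 100% = no enzyme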
# ADAM17 inh – ADAM17 inhibition, QFRET primary screen | recombinant ADAM17, EDANS/DABCYL FRET peptide cleavage | inhibition, % at 6.95 µM | hit rate 0.83% among 370,000 | AID 720648;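 active means inhibition above the mean of compounds lying between control limits plus 3 SD, set per campaign, cut at about 8.5% in these data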;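 further: 0% = DMSO-only wells as the low control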
# ADAM10 inh – ADAM10 inhibition, QFRET primary screen; inhibition, % at 7 µM; hit rate 0.62% among 370,000; recombinant ADAM10, EDANS/DABCYL FRET peptide cleavage, 3 h; AID 720582; O14672;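 active means inhibition above a per-campaign cutoff equal to the mean of compounds falling between control-based bounds plus 3 SD, cut at about 20% in these data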;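 further: 0% = DMSO wells while the 100% control is not disclosed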
# Target sequence (O14672 214-748 limits assumed): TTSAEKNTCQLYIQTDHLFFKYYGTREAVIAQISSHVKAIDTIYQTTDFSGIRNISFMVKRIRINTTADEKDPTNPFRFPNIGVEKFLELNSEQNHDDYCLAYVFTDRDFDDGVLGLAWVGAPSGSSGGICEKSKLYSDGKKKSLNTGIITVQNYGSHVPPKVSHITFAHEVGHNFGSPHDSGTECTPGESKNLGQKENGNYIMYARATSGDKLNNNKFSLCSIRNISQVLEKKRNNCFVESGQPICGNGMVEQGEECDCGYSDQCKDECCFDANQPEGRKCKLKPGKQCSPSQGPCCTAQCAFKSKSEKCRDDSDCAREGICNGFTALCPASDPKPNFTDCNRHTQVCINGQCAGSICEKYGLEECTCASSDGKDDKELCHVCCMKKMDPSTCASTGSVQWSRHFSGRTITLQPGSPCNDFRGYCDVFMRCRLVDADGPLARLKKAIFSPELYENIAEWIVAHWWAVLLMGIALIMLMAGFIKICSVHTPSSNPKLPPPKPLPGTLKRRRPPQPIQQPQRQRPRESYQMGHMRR
# ARFGAP1 inh – inhibits rat ARF GTPase activating protein 1 | inhibition, % at 16.5 µM | Arfgap1-stimulated ARF1 GTP hydrolysis, GDP FP detection | Q62848 | hit rate 0.26% among 360,000;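 active means inhibition above a per-plate limit, mean inhibition of low control wells plus 3 SD, cut at about 25% in these data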;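 further: 0% = DMSO wells with enzyme and 100% = wells lacking Arfgap1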
#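 System: truncated rat Arfgap1 GAP domain / Benchmarks: high control wells lacking Arfgap1, low control full reaction with DMSO / Times: compound-enzyme preincubation 20 min, reaction 120 min, detection 60 min, 25 °C / Repeats: one replicate per compound / Also added: human ARF1(Δ1-17)-GTP substrate / Measured by: Tracer-displacement fluorescence polarization with EDTA stop, 620/688 nm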
# TDP2 inh – TDP2 (human) inhibition, absorbance primary screen. O95551. recombinant TDP2, T5PNP hydrolysis, p-nitrophenol absorbance 415 nm. hit rate 0.34% among 370,000. inhibition, % at 12.8 µM;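 active means inhibition above the mean of all tested compounds plus 3 SD, set per campaign, cut at about 25% in these data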;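 further: 0% = DMSO with enzyme and 100% = buffer with substrate but no TDP2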
#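 Material: recombinant human TDP2; quantity: TDP2 enzyme at 120 nM final; medium: Tris-HCl pH 7.5 with MgCl2; compound: single concentration, 12.8 µM nominal, with 1% DMSO; incubation: 2 h enzyme incubation at 37 °C; signal: epi absorbance; measure: percent inhibition; benchmarks: high control without enzyme, low control DMSO plus TDP2; repeats: singlicate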
# * hit, by the source's call; i = inactive; . = not tested or not shown.
mol,Tn6 DDE FP,DDE Tn7 FP inh,PLCb3 inh,PLCg1 inh,SIAE inh,ASAP1 GAP inh,ADAM17 inh,ADAM10 inh,ARFGAP1 inh,TDP2 inh
CC(C)C(=O)N1CCN(c2ccc(NC(=O)COc3ccccc3[N+](=O)[O-])cc2)CC1,-2,-1,-4,-14,0,3,-3,1,1,-17
CCCn1c(N2CCN(C)CC2)nc2c1c(=O)[nH]c(=O)n2C,-1,5,4,3,1,10,-3,6,10,5
Cc1cc(C=C2C(=O)c3ccccc3C2=O)c(C)n1-c1ccc(Cl)cc1,0,11,-8,-9,-1,-8,-2,6,-5,-7
Cc1ccc(-c2noc(-c3ccccc3Br)n2)cc1,0,2,3,2,-4,7,-5,-5,16,15
O=C(CCc1nc2ccccc2s1)c1ccccc1,12,3,1,-2,4,-18,0,-8,-10,-2
COc1cc(CNCCO)cc(Br)c1OCc1ccccc1,-2,-7,-1,2,14,-11,0,1,14,7
COc1cccc2cc(C(=O)c3ccccc3)oc12,-6,3,-1,2,0,8,-2,-2,0,-5
CCOc1ccccc1OCCCC(=O)NC1CCCc2ccccc21 (stereo not drawn),0,1,3,3,2,14,-1,2,3,9
CCC(C)C(NC(=O)C1CCC(C)CC1)C(=O)NC(C(=O)OC)C(C)C (stereo not drawn),5,-2,7,7,-1,-1,5,7,4,-15
c1cc2c(cc1NC1CCCCCC1)OCO2,7,0,-22,-9,11,3,-2,1,-8,-9
CC(C)CN(C)Cc1c(C(=O)N2CCc3ccccc3C2)nc2ccc(Cl)cn12,1,0,-3,-1,-2,8,-3,-2,-5,-7
Cn1cnnc1SCC(=O)N1CCN(C(=O)c2ccco2)CC1,-8,2,-4,-1,3,2,-3,-4,6,3
O=[N+]([O-])c1ccc2c(c1)Cc1cc(F)ccc1-2,3,6,-6,1,-3,-25,-3,-7,12,4
CCN(CC)CCN(C(=O)c1ccc([N+](=O)[O-])cc1)c1nc2c(OC)cccc2s1,2,-6,8,4,1,7,-2,13,-8,-3
CCC1C(=O)CC(c2ccc([N+](=O)[O-])cc2)NC1c1ccc([N+](=O)[O-])cc1 (stereo not drawn),2,-2,2,0,-5,-6,4,7,-1,16
CC(=O)NCCc1ccc(S(=O)(=O)N(C)C2CCS(=O)(=O)C2)cc1 (stereo not drawn),-3,-5,6,0,-6,-5,-4,6,3,-2
CCN(C[C@H]1N[C@@](C)(C(=O)OC)[C@H]2C(=O)N(C)C(=O)[C@@H]12)S(=O)(=O)c1ccc(-c2ccccc2)cc1,1,2,0,-1,-2,0,-2,-14,-4,-3
COCCN=C1Sc2nc3ccc(C)cc3cc2CN1Cc1ccco1,3,-1,-33,-2,-2,-8,0,-20,-11,-2
O=C(COc1ccc(/C=N/NC(=O)c2ccc(O)cc2)cc1)Nc1cccc([N+](=O)[O-])c1,-3,10,-9,-6,-116,12,-5,-1,10,9
Cc1c(Cl)cccc1NC(=O)CNC(=O)C1CC(=O)N(CCc2ccccc2)C1 (stereo not drawn),2,0,-8,-2,-2,10,-5,-17,0,-7

# The closing 3 entries of the section above open the next one:
mol,Tn6 DDE FP,DDE Tn7 FP inh,PLCb3 inh,PLCg1 inh,SIAE inh,ASAP1 GAP inh,ADAM17 inh,ADAM10 inh,ARFGAP1 inh,TDP2 inh
COCCN=C1Sc2nc3ccc(C)cc3cc2CN1Cc1ccco1,3,-1,-33,-2,-2,-8,0,-20,-11,-2
O=C(COc1ccc(/C=N/NC(=O)c2ccc(O)cc2)cc1)Nc1cccc([N+](=O)[O-])c1,-3,10,-9,-6,-116,12,-5,-1,10,9
Cc1c(Cl)cccc1NC(=O)CNC(=O)C1CC(=O)N(CCc2ccccc2)C1 (stereo not drawn),2,0,-8,-2,-2,10,-5,-17,0,-7
Cn1[nH]c(C(F)(F)F)c(C=NCc2ccc(Cl)cc2)c1=O,-4,2,1,2,4,8,-2,-2,3,-4
Cc1c(Cl)cccc1NC(=O)Nc1ccccc1C(N)=O,-8,-1,-26,-17,1,7,-24,-102,6,-3
COc1cccc(NC(=O)CSc2ncnc3c2cnn3Cc2ccccc2)c1,-1,0,0,-5,1,3,-3,0,-5,1
COC(=O)c1sc2nc(C)cc(C)c2c1N,-7,-2,i,i,3,3,-263,i,-9,5
O=[N+]([O-])c1ccc(Sc2nnnn2-c2ccccc2)nc1,-2,-3,1,3,0,11,-3,-6,-4,3
Cc1c(-c2ccccc2)c(-c2ccc(OCCN(C)C)cc2)n2ccccc12,-1,6,-129,-92,4,0,-26,-117,9,-10
O=C1c2ccccc2NC(c2ccco2)N1O (stereo not drawn),1,-3,-12,-14,2,-6,-15,-37,-4,-10
COc1ccc(N(CC(=O)N2CCC(C(N)=O)CC2)S(=O)(=O)c2ccccc2)cc1,-5,8,-6,4,7,5,-4,5,1,6
COc1ccccc1CCNC(=O)C(=O)NCC1OCCN1S(=O)(=O)c1ccc(C)cc1 (stereo not drawn),2,3,-1,0,-3,1,-4,-2,0,-2
CCn1nc(C(=O)Nc2ccc3nc(C)sc3c2)c2ccccc2c1=O,0,5,-3,-3,-4,-4,3,5,10,-6
O=C(Nc1nccs1)c1sc2cc(Cl)ccc2c1Cl,0,3,-7,-2,-14,14,-5,-7,5,-6
Cc1ccc2sc(C)[n+](CCO)c2c1,-2,-1,5,4,-3,10,0,5,0,4
Cn1ncc(Cl)c1C(=O)Nc1ccc(Cl)cn1,-7,-1,1,2,1,-17,-4,7,-6,2
CON=C1C=C(C)C(=O)C(C)=C1C,0,5,2,0,7,0,-2,-10,3,2
O=C(Nc1ccc(-c2nnc(-c3ccccc3)o2)cc1)c1ccc(Br)o1,-5,0,-15,-8,-8,1,-4,-6,-10,1
O=C1c2ccccc2C(O)(Cc2ccccc2)N1Cc1ccco1 (stereo not drawn),-5,8,-4,-1,-1,-8,-2,2,-4,6
O=C(CNC(=O)c1cccs1)NCC(=O)OCc1ccc(F)cc1,2,5,0,2,5,0,0,6,6,-7
CC(C)N(C(=O)[C@H]1CC(CC(=O)NC(C)(C)C)C(=O)N2CCc3c([nH]c4ccccc34)[C@]12C)C(C)C (stereo partly drawn),2,6,3,-4,11,12,-2,-8,-8,12
CCOc1ccccc1OCCOCCOc1c(Cl)cccc1Cl,-3,0,0,-4,3,-7,-2,3,0,-3
C=CCN(c1ccc(F)cc1)S(=O)(=O)c1cc(C(=O)NC2CCC(O)CC2)ccc1Cl (stereo not drawn),-6,9,-7,-1,-4,-2,1,2,-3,0

# Remaining list, next part
mol,Tn6 DDE FP,DDE Tn7 FP inh,PLCb3 inh,PLCg1 inh,SIAE inh,ASAP1 GAP inh,ADAM17 inh,ADAM10 inh,ARFGAP1 inh,TDP2 inh
CC(=O)c1ccc(NC(=O)CN2C(=O)CCC2=O)cc1,8,1,-2,1,1,-6,2,-4,-2,2
COc1ccc(CNC(=O)C/C(C)=N/NC(=O)C(c2ccccc2)c2ccccc2)cc1,-4,1,2,3,-5,5,5,7,5,-2
Cc1cccc(NC(=O)CSc2nc3nc4c(cc3c(=O)n2-c2ccccc2)CCCC4)c1,6,-1,2,-1,-32,4,-5,1,-6,-6
CCOC(=O)CC[C@@H]1CC[C@]2(CCCN(Cc3nccs3)C2)O1,-6,6,-2,0,7,.,4,-7,.,-7
Fc1ccc(-c2nc3ccc(Br)cn3c2Cc2cccc(F)c2)cc1,5,-3,-12,-4,-4,2,2,5,-8,-2
Cc1ccccc1NC(=O)CSc1nnc(C2CC2)n1CC1CCCO1 (stereo not drawn),1,0,-4,2,-3,1,-1,-1,1,18
S=C(Nc1ccc2c(c1)OCO2)N1CCN(Cc2ccco2)CC1,-3,-1,-4,-4,-2,-3,2,5,-1,-3
COc1ccc(-c2cc(C(=O)NCCc3ccc(S(N)(=O)=O)cc3)c3ccccc3n2)cc1,0,0,i,i,-18,2,-193,-453,-6,-2
Cc1ccc(-c2cc(C(=O)NCc3cccs3)no2)cc1,-2,7,3,4,5,10,-2,-1,-5,6
O=C(Cc1c[nH]c2ccccc12)NCc1ccco1,1,-2,2,3,12,8,-4,10,10,-4
CC(=O)Nc1nnc(SCC(=O)NC2CCCC2)s1,0,1,-3,2,-3,-13,1,12,-1,-11
CC(=O)N1c2ccc(S(=O)(=O)N(C)CC(=O)NC3CCCC3)cc2CC1C (stereo not drawn),7,3,-5,3,0,-8,-1,6,10,-3
O=C(c1ccncc1)N1N=C2CCCCCC2C1(O)C(F)(F)F (stereo not drawn),1,-1,3,3,5,1,0,1,0,15
O=C(CSC1CCc2ccccc21)NNC(=O)Nc1ccc(Cl)cc1 (stereo not drawn),2,1,2,-2,-9,6,2,9,-1,-7
COc1ccc(/C=N\NC(=O)C2CCCC2)cc1Br,3,-1,0,5,-6,-10,-7,4,-1,-2
COc1ccc(NC(=O)C2CCC(=O)N2C(=O)OCc2ccccc2)cc1 (stereo not drawn),0,-2,1,4,-5,-1,-6,-3,-4,3
COc1ccc(-c2nn(-c3ccccc3)cc2/C=C/C(=O)N(C)CC(=O)Nc2cccc(F)c2)cc1OC,-4,8,-388,-307,-89,-14,-57,-184,18,-3
O=C(COC(=O)c1cc(=O)[nH]c2ccccc12)NC(=O)c1ccccc1,5,3,-10,-9,-3,-2,-10,-25,7,-3
Cc1ccc(CNC(=O)COC(=O)c2ccc(S(=O)(=O)N3CCCCCC3)cc2)cc1,5,-2,-4,4,6,-2,-5,-4,5,10
COc1ccc(N2CSC3=C(C#N)C(c4cc(OC)c(OC)cc4OC)CC(=O)N3C2)c(OC)c1 (stereo not drawn),-4,-6,-30,-25,6,-9,-4,-21,-5,-7

# Continuation:
mol,Tn6 DDE FP,DDE Tn7 FP inh,PLCb3 inh,PLCg1 inh,SIAE inh,ASAP1 GAP inh,ADAM17 inh,ADAM10 inh,ARFGAP1 inh,TDP2 inh
Cc1cccn2c(=O)c(C=C(C#N)C#N)c(N3CCN(c4ccccc4)CC3)nc12,3,2,-42,-28,2,1,-11,-32,5,3
CCOc1cc(-c2c(C)c(CC)nc(N)c2C#N)ccc1O,4,1,-26,-23,-2,-2,-3,6,0,13
CCOCCCNC(=S)Nc1cc(OCC)c(NC(=O)c2ccco2)cc1OCC,1,-7,-6,3,3,-3,0,-5,13,-14
O=C(NCCCN1CCN(c2ccc(F)cc2)CC1)C1CCCN(c2ncnc3c2nc2n3CCCCC2)C1 (stereo not drawn),-2,5,-5,8,-5,3,0,6,6,-15
CCCN(C(=O)c1c(-c2ccccc2)noc1C)c1c(N)n(Cc2ccccc2)c(=O)[nH]c1=O,6,6,-2,-1,0,-6,-2,-9,12,1
